Screening results (PubChem)
Rtt109 HAT inh = inhibitors of Candida albicans Rtt109/Vps75 histone acetyltransferase | purified Rtt109/Vps75, ThioGlo CoA-SH fluorescence, 4 h | AID 540336 | inhibition, % at 34.9 µM | 0.16% of 330,000 active | Q5AAJ8;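 active = inhibition of at least 50% in every replicate; inconclusive = best replicate reaches 50% inhibition but some replicates fall short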
Target sequence (Q5AAJ8 whole entry, looked up): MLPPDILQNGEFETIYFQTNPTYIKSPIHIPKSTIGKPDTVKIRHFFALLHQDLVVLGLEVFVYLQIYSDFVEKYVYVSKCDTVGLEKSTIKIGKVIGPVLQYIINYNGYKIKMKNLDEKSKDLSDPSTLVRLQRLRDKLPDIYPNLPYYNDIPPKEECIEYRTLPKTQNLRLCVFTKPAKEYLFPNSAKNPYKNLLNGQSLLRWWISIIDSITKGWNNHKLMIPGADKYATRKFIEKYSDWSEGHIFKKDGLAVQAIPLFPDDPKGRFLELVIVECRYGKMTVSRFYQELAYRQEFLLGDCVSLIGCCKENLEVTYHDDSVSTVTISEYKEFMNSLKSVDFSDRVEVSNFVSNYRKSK
DAGLB inhibitor = diacylglycerol lipase beta (human) inhibition. Q8NCG7. HEK293T DAGLB membrane lysate, EnzChek fluorogenic substrate. inhibition, % at 5.17 µM. 0.059% of 340,000 active. AID 504411; in the data active = inhibition above about 34%;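 also: 0% = enzyme with vehicle and 100% = wells lacking enzyme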
Target sequence (Q8NCG7 whole entry, looked up): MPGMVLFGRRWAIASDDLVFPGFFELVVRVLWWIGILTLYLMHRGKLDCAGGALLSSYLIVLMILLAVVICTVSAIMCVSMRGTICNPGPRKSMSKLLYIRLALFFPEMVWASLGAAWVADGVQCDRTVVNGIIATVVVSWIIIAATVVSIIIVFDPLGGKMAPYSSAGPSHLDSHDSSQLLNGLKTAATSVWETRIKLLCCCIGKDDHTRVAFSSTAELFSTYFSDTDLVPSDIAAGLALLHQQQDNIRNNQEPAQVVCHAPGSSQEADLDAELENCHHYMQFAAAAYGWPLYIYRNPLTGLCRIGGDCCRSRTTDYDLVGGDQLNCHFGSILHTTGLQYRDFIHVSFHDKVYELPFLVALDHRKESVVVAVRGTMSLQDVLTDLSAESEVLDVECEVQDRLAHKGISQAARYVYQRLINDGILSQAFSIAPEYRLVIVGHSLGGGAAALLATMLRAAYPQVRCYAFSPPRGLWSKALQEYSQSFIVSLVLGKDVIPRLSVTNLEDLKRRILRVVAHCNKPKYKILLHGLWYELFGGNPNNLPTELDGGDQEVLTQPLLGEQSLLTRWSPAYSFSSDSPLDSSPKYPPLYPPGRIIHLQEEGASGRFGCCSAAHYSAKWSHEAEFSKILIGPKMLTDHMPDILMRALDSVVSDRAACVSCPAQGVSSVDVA
PvdQ inh = P. aeruginosa PvdQ acylase inhibition | purified PvdQ acylase, fluorescence plate reader | AID 488965 | inhibition, % at 10 µM | 0.063% of 340,000 active; in the data active = inhibition above about 30%, passing the limit was not always enough; inconclusive = no clear call, values can overlap the other calls;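 also: 0% = vehicle neutral wells and 100% = reference inhibitor wells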
CAL PDZ inh = inhibitors of human CAL PDZ peptide binding; Q9HD26; purified CAL PDZ, TMR-peptide fluorescence polarization, 1 h; inhibition, % at 20 µM; 0.02% of 330,000 active; AID 504414;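 active = highest replicate inhibition of at least 40%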;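 also: plate controls were DMSO neutral control wells for no effect and unlabeled competitor peptide control wells for full effect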
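Test system: purified CerCALP PDZ construct; Compound dosing: one concentration, 20 µM compound; Also added: TMR-labelled reporter peptide T*-PRC34 bound in PDZ groove; Read-out: inhibition from polarization loss; Controls: unlabelled peptide and DMSO controls; Signal: FP readout, S and P plane fluorescence; Incubation: 1 h at RT.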
PfHsp90 set2 = reduces growth (ATP signal) of yeast expressing P. falciparum Hsp90; S. cerevisiae expressing PfHsp90, BacTiter-Glo ATP, 48 h; yeast lacking PDR1 and PDR3 efflux regulators; inhibition, % at 9.4 µM; 0.32% of 310,000 active; AID 504621;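 active = every replicate shows inhibition above about 80%, whatever the replicate mean, limit read from the data; inconclusive = mean inhibition reaches the set limit but some replicate falls short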;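 also: 0% = DMSO neutral controls and 100% = 20 µM radicicol positive controls; yeast relying on Plasmodium falciparum Hsp90 in place of its own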
E coli growth = reduces bacterial viability in AddAB counter-screen; 0.27% of 330,000 active; inhibition, % at 11.9 µM; E. coli V3065 growth, OD600 absorbance, 18 h; AID 449728;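 active = inhibition above the campaign's mean inhibition across all tested compounds plus 3 SD, cut at about 9.9% in these data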;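 also: uninfected addAB+ strain grown without phage in ampicillin broth; 0% = DMSO wells and 100% = ciprofloxacin 0.95 µg/ml wells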
Tat transport = E. coli Tat transport inhibition; E. coli MC4100 TorA-mCherry Tat export, fluorescence; inhibition, % at 10 µM; 0.036% of 340,000 active; AID 488895;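 active = mean replicate inhibition at least 50% and at least half of replicates individually reaching 50%; inconclusive = only one of the two criteria met; inactive = neither criterion met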;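 also: exported cargo escapes ClpAP degradation while cytoplasmic cargo is degraded and loses fluorescence; 0% = median of neutral control wells and 100% = median of NaSCN control wells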
AddAB inh = less growth of phage-infected E. coli with AddAB | 0.29% of 330,000 active | inhibition, % at 11.9 µM | E. coli expressing H. pylori AddAB, absorbance growth; in the data active = inhibition above about 12%;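 also: 0% = vehicle wells of infected cells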
Wnt bcat act = activates Wnt/beta-catenin signaling in a reporter cell assay. activation, % at 9.35 µM. AID 743398. activator, plate reader. 1.2% of 300,000 active; in the data active = activation above about 30%, passing the limit was not always enough; inconclusive = no clear call, values can overlap the other calls;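 also: 0% = neutral control wells and 100% = positive control wells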
phage Ecoli inh = E. coli growth loss with phage present | AID 651602 | growth absorbance | 0.26% of 360,000 active | inhibition, % at 11.9 µM; in the data active = inhibition above about 11%
* = called active by the depositor; ? = inconclusive; . = no result given.

SMILES	Rtt109 HAT inh	DAGLB inhibitor	PvdQ inh	CAL PDZ inh	PfHsp90 set2	E coli growth	Tat transport	AddAB inh	Wnt bcat act	phage Ecoli inh
O=C(NC1CCCC1)C(c1cccs1)N(Cc1ccco1)C(=O)c1csnn1 (stereo not drawn)	8	-1	5	0.4	10	1.1	4	-2.1	.	0.6
COCCN(CCOC)C(=O)CN1C(=O)NC2(CCCc3sccc32)C1=O (stereo not drawn)	-3	0	-7	-2.7	8	-3.2	12	3.8	-3	-1.7
CCOC(=O)c1c(C)[nH]c(C)c1S(=O)(=O)NCc1ccccc1OCC	-1	-4	-14	-2.3	-11	-2.7	4	3.0	0	0.8
O=C(CCCN1C(=O)C(c2ccccc2)Oc2cccnc21)NCc1ccccc1F (stereo not drawn)	-3	-5	-3	-1.1	-1	-0.1	-1	6.6	-1	4.3
COCCNC(=O)C(OC(=O)C1=Cc2ccccc2OC1)C(C)C (stereo not drawn)	-6	-2	-11	-1.1	-24	-0.5	8	-2.8	-3	0.5
OC(COc1ccc(F)cc1Cl)CN1CCC(Cc2ccccc2)CC1 (stereo not drawn)	11	-3	-7	-1.2	-7	3.4	0	1.1	-1	1.4
O=C(c1ccco1)N1CCc2[nH]nc(-c3ccc(Cl)cc3)c2C1	10	-2	-4	-6.7	32	0.3	0	4.0	-2	-4.3
O=C(O)CCn1cc(C(=O)O)c(-c2ccccc2)n1	6	-1	-1	-2.6	-23	0.8	0	-1.9	-1	1.9
CC(C)(C)N1C(=O)[C@H]2[C@@H](c3ccc(Br)cc3)N3C(=O)N(c4cccc(Cl)c4)C(=O)[C@@]3(Cc3ccccc3)[C@H]2C1=O	-1	-11	-9	0.1	-2	-2.1	4	0.1	-4	2.2
Cc1nc2ccccc2c(=O)n1NC(=O)c1ccccc1[N+](=O)[O-]	-6	2	-9	-0.4	7	1.8	-2	0.1	-3	4.0
Cc1cccc(Nc2nc(N)nc(CN3CCN(c4ccc(F)cc4)CC3)n2)c1	-11	-1	8	.	.	-2.2	4	-1.8	3	0.1
CC(NC(=O)Cc1ccsc1)c1ccc(F)cc1 (stereo not drawn)	-4	0	-1	-0.8	1	-1.6	0	1.6	0	1.6
CC(=O)Nc1ccc(S(=O)(=O)Nc2nc3ccc([N+](=O)[O-])cc3s2)cc1	2	5	-14	.	-3	0.2	6	-1.8	-14	3.0
COc1ccc(C(=O)Nc2c(N)nc(SCC(=O)NCC3CCCO3)[nH]c2=O)cc1 (stereo not drawn)	-3	-2	-9	-1.9	19	-0.2	-4	5.4	1	1.5
CCC(C)(C)NC(=O)CN(C(=O)c1snc(C(N)=O)c1N)c1ccc2nc(C)sc2c1	-3	0	0	-2.3	-10	3.0	-4	0.7	5	4.4
COc1ccc(/C=C/C(=O)c2nc3ccccc3n2CC(=O)c2ccc(OC)cc2)cc1	-1	1	-12	-1.7	-49	1.0	13	1.4	.	3.4
CCCN1CCN(CCCNC(=O)Cn2nc(-c3ccccc3)ccc2=O)CC1	-8	-1	-14	-2.2	6	1.9	2	0.6	-4	1.1
CCOc1cc(C2C(C#N)=C(N)OC(C)=C2C(C)=O)cc(Br)c1O (stereo not drawn)	5	-7	-4	-1.8	.	-0.4	7	3.0	-21	-0.6
CC(=O)Nc1ccc(C(=O)CS(=O)(=O)c2ccc(C)cc2)cc1	1	1	-4	-1.1	3	-1.1	0	3.2	.	2.9
COc1ccccc1C(CNC(=O)c1ccco1)N1CCCC1 (stereo not drawn)	-1	1	-11	-1.8	-3	-0.7	1	-0.5	5	0.7

Eight structures already listed, sorted by formula weight, largest number first.
SMILES	Rtt109 HAT inh	DAGLB inhibitor	PvdQ inh	CAL PDZ inh	PfHsp90 set2	E coli growth	Tat transport	AddAB inh	Wnt bcat act	phage Ecoli inh
COc1ccc(C(=O)Nc2c(N)nc(SCC(=O)NCC3CCCO3)[nH]c2=O)cc1 (stereo not drawn)	-3	-2	-9	-1.9	19	-0.2	-4	5.4	1	1.5
COc1ccc(/C=C/C(=O)c2nc3ccccc3n2CC(=O)c2ccc(OC)cc2)cc1	-1	1	-12	-1.7	-49	1.0	13	1.4	.	3.4
CCCN1CCN(CCCNC(=O)Cn2nc(-c3ccccc3)ccc2=O)CC1	-8	-1	-14	-2.2	6	1.9	2	0.6	-4	1.1
Cc1cccc(Nc2nc(N)nc(CN3CCN(c4ccc(F)cc4)CC3)n2)c1	-11	-1	8	.	.	-2.2	4	-1.8	3	0.1
CC(=O)Nc1ccc(S(=O)(=O)Nc2nc3ccc([N+](=O)[O-])cc3s2)cc1	2	5	-14	.	-3	0.2	6	-1.8	-14	3.0
CC(=O)Nc1ccc(C(=O)CS(=O)(=O)c2ccc(C)cc2)cc1	1	1	-4	-1.1	3	-1.1	0	3.2	.	2.9
COc1ccccc1C(CNC(=O)c1ccco1)N1CCCC1 (stereo not drawn)	-1	1	-11	-1.8	-3	-0.7	1	-0.5	5	0.7
CC(NC(=O)Cc1ccsc1)c1ccc(F)cc1 (stereo not drawn)	-4	0	-1	-0.8	1	-1.6	0	1.6	0	1.6

Next part.
SMILES	Rtt109 HAT inh	DAGLB inhibitor	PvdQ inh	CAL PDZ inh	PfHsp90 set2	E coli growth	Tat transport	AddAB inh	Wnt bcat act	phage Ecoli inh
C#CCOCCOCCOCCNc1nc(N2CCN(C(=O)CCCCCCCCCCNC(=O)[C@H](CCCCN)n3cc(C[C@@H](C)CC)nn3)CC2)nc(N2CCN(C(=O)CCCCCCCCCCNC(=O)[C@H](CCCN=C(N)N)n3cc(C[C@@H](C)CC)nn3)CC2)n1	?	1	-15	-0.3	-9	0.2	2	4.0	.	.
COC(=O)c1noc(C)c1-c1ccnn1C(=O)c1ccc(C)cc1	-15	4	-2	0.7	20	4.3	-6	3.2	15	1.4
CCOc1ccc(-n2c(SCc3ccc([N+](=O)[O-])cc3)nnc2-c2ccccc2)cc1	1	-2	-13	-2.1	-4	-0.3	5	2.9	.	4.6
O=C1OC(C(=O)Nc2nccs2)Cc2ccccc21 (stereo not drawn)	-15	1	-10	-0.4	-21	-0.5	-20	3.2	.	-0.3
CSc1cccc(CN2CCCC(C(=O)Nc3cccc(-n4cccn4)c3)C2)c1 (stereo not drawn)	10	0	12	-2.6	-7	4.5	0	4.2	0	2.6
CSc1ccccc1NC(=O)c1ccc(Cl)s1	-4	-12	-12	-0.2	-15	-2.3	2	2.8	.	2.2
CC(NC(=S)NCCN1CCOCC1)C12CC3CC(CC(C3)C1)C2 (stereo not drawn)	9	.	4	-1.1	-59	-1.4	-2	1.0	-1	1.9
COc1ccc(-c2csc(NC(=O)CCCc3nc4ccccc4c(=O)[nH]3)n2)cc1OC	2	-3	2	-2.1	1	-0.1	13	-1.6	-2	2.2
COc1cccc(N(C(=O)c2snc(C(N)=O)c2N)C(C(=O)NCC2CCCO2)c2ccc3ncccc3c2)c1 (stereo not drawn)	-1	-3	6	-1.4	3	-1.4	4	2.1	0	0.6
CC(Sc1nnnn1-c1ccc(Cl)cc1)C(=O)NCC(=O)Nc1ccc(F)c(F)c1F (stereo not drawn)	4	-2	16	-0.4	18	0.1	3	3.6	-2	1.7
COc1ccc(N2CC(NS(=O)(=O)c3cccs3)CC2=O)cc1OC (stereo not drawn)	28	-1	2	-2.5	.	-1.5	-3	-1.3	0	2.5
COC(=O)c1ccc(NC(=O)c2ccc(NS(=O)(=O)c3cccc4cccnc34)cc2)cc1	-2	-3	-8	-0.4	-23	-0.7	7	1.8	.	.
O/N=C(\c1ccccn1)C1CC1c1ccccc1 (stereo not drawn)	3	2	-3	0.0	18	-2.7	-2	0.1	0	-0.5
O=S(=O)(c1cccc2cnccc12)N1CCNCC1	2	0	2	0.0	32	0.4	-22	-1.8	0	3.6
Cc1ccccc1CCNC(=O)C1CCCN(c2cnccn2)C1 (stereo not drawn)	2	1	-5	-1.1	16	-2.7	-7	2.9	-3	3.7
CCOc1ccc(-n2nc(C(=O)NC3CCCCC3)c3ccccc3c2=O)cc1	-6	2	-15	-2.8	-20	-0.5	-4	0.1	2	3.4
CCCc1cc(C(=O)NC2CCCN(Cc3ccccc3F)C2)no1 (stereo not drawn)	29	-2	5	-2.9	11	0.6	3	0.3	-1	5.8
Cc1nn(Cc2ccccc2)c(Cl)c1C(=O)OCc1nnc(-c2ccc(Cl)cc2)o1	-2	-20	2	-0.8	-31	0.7	4	2.2	.	0.5
COc1cc2c(C(F)(F)F)c(-c3ccsc3)oc(=O)c2cc1OC	2	-10	-11	0.5	-36	0.7	12	0.8	0	3.4
CCCCn1c(N)c(N(CCOC)C(=O)c2cc(-c3ccccc3)nc3ccccc23)c(=O)[nH]c1=O	7	2	-13	-3.0	.	1.4	3	-0.1	-3	2.2
O=C(c1ccc(N2CCCC2)c([N+](=O)[O-])c1)N1CCN(CCO)CC1	-12	1	-4	1.0	3	0.3	-3	1.5	-4	1.8
Cc1ccc(Cn2nnc3c(=O)n(CC(=O)NCC4CCCO4)cnc32)cc1 (stereo not drawn)	8	0	-7	-0.1	1	-1.1	5	0.2	-2	1.4
CCOc1cnc(-c2c(-c3ccccc3Cl)noc2C)o1	0	-7	-8	-0.3	-10	-0.3	8	4.5	0	4.5
COc1ccc(NC(=O)Cn2nnc(C(=O)NCc3ccccc3)c2N)cc1Cl	0	-2	-7	0.7	-17	-3.7	0	5.0	.	-1.2
NS(=O)(=O)c1ccc(CCNC(=O)c2ccccc2-c2ccccc2)cc1	10	1	-9	-2.8	-12	2.3	1	2.2	-5	2.4
COc1cccc(C(=O)NC(C)c2ccc(Br)cc2)c1 (stereo not drawn)	3	-3	30	-0.3	-9	1.0	0	2.5	1	0.0
COc1ccc(C(=O)N/N=C/c2cccc3cccnc23)cc1	0	3	-6	-2.2	-12	-0.9	2	1.6	-2	1.8
CCC1CCCCN1S(=O)(=O)Cc1ccccc1Cl (stereo not drawn)	1	-7	-8	-0.1	-17	-0.1	8	1.0	-1	3.8
O=C(Nc1ccc2c(c1)OCCO2)c1ccc(CN2CCOCC2)cc1	11	0	-7	-2.6	1	2.9	-13	6.3	.	-1.6
Cn1ncc([N+](=O)[O-])c1C(=O)Nc1ccc(-c2nc3ccccc3[nH]2)cc1	-2	0	-4	-1.9	-19	-0.7	-2	1.1	.	0.1
O=C(c1cc2c(ccc3ccccc32)oc1=O)N1CCN(CCO)CC1	-90	3	2	0.0	-13	-1.0	2	4.3	4	1.5
CC(=O)Nc1ccc(C(=O)Nc2ccc(S(=O)(=O)N3CCOCC3)cc2)cc1	0	0	-10	-0.6	2	1.2	-4	4.8	-2	-1.5
Cc1ccc(O)c(Nc2c3ccccc3nc3ccccc23)c1	5	5	-3	0.8	5	6.6	-11	5.7	2	5.4
O=C(OCc1nnc(-c2ccccc2)o1)c1ccc([N+](=O)[O-])s1	5	-2	5	-0.3	13	1.6	-2	2.5	3	3.8
O=C(NCCCN1CCOCC1)c1ccc(CSCc2cccc(Cl)c2)o1	-5	2	-3	-3.3	-33	1.1	0	1.2	-3	0.8
